# Cdc42 wt GTP: modulators of GTP binding to wildtype Cdc42, primary screen, biochemical, multiplex bead flow cytometry, Bodipy-GTP | GST-Cdc42 beads; actives lie on both sides | percent activity (GTP binding), % at 10 µM | actives 0.2% (n = 190,000);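 active means percent activity GTP binding at least 20 points away from the 100% baseline, either down as inhibitor or up as activator; inconclusive means compound flagged as likely green fluorescent from well-wide comparison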;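 further: median bead fluorescence of bound Bodipy-FL-GTP at 100 nM; 0% = excess unlabeled GTP control and 100% = no compound control; below 100% means less GTP binding so inhibitor and above means activator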
# Target sequence (P60953 whole entry, looked up): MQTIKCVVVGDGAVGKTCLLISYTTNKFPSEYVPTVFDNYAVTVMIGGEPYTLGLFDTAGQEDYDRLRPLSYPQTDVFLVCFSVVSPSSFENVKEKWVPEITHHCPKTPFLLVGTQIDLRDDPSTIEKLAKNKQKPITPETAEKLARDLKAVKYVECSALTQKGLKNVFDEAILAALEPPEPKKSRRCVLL
# Rac1 wt GTP bind: wildtype Rac1 GTP binding modulators, primary screen, biochemical, GST-Rac1 beads, flow cytometry, multiplex | Ras-related C3 botulinum toxin substrate 1 (Homo sapiens), P63000 | fluorescent GTP binding; actives lie on both sides; 0 = cold GTP competed, 100 = untreated | GTP binding activity (% of control), % at 10 µM | actives 0.27% (n = 190,000);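 active means GTP binding activity at least 20 points away from the 100% control level, either lower or higher; inconclusive means compound flagged as likely green fluorescent, judged across all proteins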
# Rab7 wt GTP bind: modulators of GTP binding to Rab7, primary screen, biochemical, wildtype, multiplex bead flow cytometry | Rab7 GTPase wild type (dog), Bodipy-FL-GTP binding | GST-Rab7 beads, fluorescent GTP binding; actives lie on both sides; untreated = 100%, excess cold GTP = 0% | GTP binding activity (percent of control), % at 10 µM | actives 0.055% (n = 190,000) | AID 758, 2007;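 active means fluorescent GTP binding to Rab7 beads changed by at least 20 points from the 100% baseline, either direction, mostly lower; inconclusive means compound itself probably fluorescent, or too few beads counted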;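 further: median green fluorescence of bound Bodipy-FL-GTP per Rab7 bead population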
# Mcl1 Noxa PPI: Mcl-1/Noxa binding inhibitors, primary screen, biochemical, TR-FRET, 1536-well; Induced myeloid leukemia cell differentiation protein Mcl-1 (Homo sapiens), Q07820; actives 1.5% (n = 220,000); AID 1022, 2008; TR-FRET Mcl-1/Noxa peptide binding, 2 h; inhibition, % at 21.7 µM;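 active means compounds that cut the protein-peptide binding signal by more than 50% relative to plate controls in a single-dose test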;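 further: His-tagged Mcl-1 with rhodamine Noxa BH3 peptide and terbium anti-His antibody; 0% = Mcl-1 plus Noxa peptide wells and 100% = peptide-only wells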
# Target sequence (Q07820 whole entry, looked up): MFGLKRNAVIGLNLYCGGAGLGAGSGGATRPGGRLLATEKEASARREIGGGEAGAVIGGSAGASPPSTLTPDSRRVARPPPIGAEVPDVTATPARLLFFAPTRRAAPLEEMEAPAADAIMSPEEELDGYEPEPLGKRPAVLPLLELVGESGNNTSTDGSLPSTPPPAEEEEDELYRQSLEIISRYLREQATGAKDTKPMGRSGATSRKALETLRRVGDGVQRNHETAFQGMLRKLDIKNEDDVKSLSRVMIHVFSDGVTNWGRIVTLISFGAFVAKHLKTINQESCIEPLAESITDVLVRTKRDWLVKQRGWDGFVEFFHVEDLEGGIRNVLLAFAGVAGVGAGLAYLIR
# Bim-Mcl-1: inhibitors of Bim peptide binding to Mcl-1, primary screen, biochemical, bead-based flow cytometry, multiplex | Induced myeloid leukemia cell differentiation protein Mcl-1 (Homo sapiens), Q07820 | Bim peptide-Mcl-1 binding | inhibition, % at 10 µM | actives 0.1% (n = 190,000); in the data active means inhibition above about 40%;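 further: 0% = no compound tracer wells and 100% = peptide blocker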
# RGS8-Gao reg: RGS8-Galphao binding modulators, primary screen, biochemical, multiplexed bead flow cytometry | actives lie on both sides | response (percent of control binding), % at 10 µM | actives 0.34% (n = 220,000) | AID 1423, 2008; in the data active means response below about 60% or above about 140%; inactive means in between;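 further: Galphao activated as the GDP aluminium fluoride complex binding bead-coupled RGS8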
# Target sequence (P09471 whole entry, looked up): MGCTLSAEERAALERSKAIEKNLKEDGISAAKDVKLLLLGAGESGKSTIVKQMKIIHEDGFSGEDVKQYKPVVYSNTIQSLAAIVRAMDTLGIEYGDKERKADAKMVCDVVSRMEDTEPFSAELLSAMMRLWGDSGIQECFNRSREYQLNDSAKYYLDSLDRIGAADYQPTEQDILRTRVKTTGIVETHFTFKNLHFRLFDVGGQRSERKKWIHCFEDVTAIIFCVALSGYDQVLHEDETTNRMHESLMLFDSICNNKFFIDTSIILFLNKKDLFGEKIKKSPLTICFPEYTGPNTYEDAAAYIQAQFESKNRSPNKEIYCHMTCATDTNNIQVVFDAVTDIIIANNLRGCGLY
# Rac1 mut GTP: GTP binding modulators of activated mutant Rac1, primary screen, biochemical, bead-based flow cytometry, multiplex, fluorescent GTP | GST-Rac1 activated beads; actives lie on both sides; 100% means binding = to untreated wells | percent activity (GTP binding), % at 10 µM | actives 0.11% (n = 190,000) | AID 764, 2007;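 active means GTP binding at least 20 percentage points away from the 100% baseline, in either direction, so actives lie on both sides; inconclusive means Compound likely fluorescent itself, or too few beads counted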
# Rab2 wt GTP: modulators of GTP binding to Rab2A wildtype, primary screen, biochemical, dog, bead-based flow cytometry, multiplex; actives 0.19% (n = 190,000); GST-Rab2 wt beads, Bodipy-GTP binding; GTP binding activity, % at 10 µM; Ras-related protein Rab-2A (Canis lupus familiaris), P61105;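 active means GTP binding activity at least 20 points away from 100%, either lowered or raised; inconclusive means signal likely due to the compound's own green fluorescence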;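 further: 0% = beads with excess unlabeled GTP and 100% = no-compound control corrected for plate trend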
# Pf gametocyte: late stage P. falciparum gametocyte viability inhibitors, primary screen, ATP luminescence, HTS; P. falciparum stage V gametocytes, 24 h; inhibition, % at 10.9 µM; actives 0.065% (n = 150,000);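 active means inhibition above the mean plus 3 SD of compounds within the control limits, set per campaign, cut at about 38% in these data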;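 further: 0% = DMSO wells and 100% = medium only without gametocytes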
# HRas wt GTP: modulators of GTP binding to HRas wildtype, primary screen, biochemical, bead-based flow cytometry, multiplex; GTP binding activity, % at 10 µM; GST-Ras wt beads, Bodipy-FL-GTP binding; actives lie on both sides; GTPase HRas (Homo sapiens), P01112; AID 759, 2007; actives 0.14% (n = 190,000);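 active means GTP binding activity at least 20% away from the 100% baseline, either lowered as inhibitor or raised as activator; inconclusive means flagged as likely green fluorescent, judged across all proteins in the well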;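 further: 0% = unlabeled GTP competition control and 100% = no-compound control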
# Target sequence (P01112 whole entry, looked up): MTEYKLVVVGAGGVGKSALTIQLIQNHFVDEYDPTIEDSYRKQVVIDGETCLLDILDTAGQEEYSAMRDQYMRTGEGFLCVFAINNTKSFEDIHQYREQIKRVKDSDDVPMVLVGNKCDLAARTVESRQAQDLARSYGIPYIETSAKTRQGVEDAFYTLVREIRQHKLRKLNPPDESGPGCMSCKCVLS
# Mcl1 Bid PPI: Mcl-1/Bid binding inhibitors, primary screen, biochemical, TR-FRET, 1536-well. Induced myeloid leukemia cell differentiation protein Mcl-1 (Homo sapiens), Q07820. TR-FRET Mcl-1/Bid-Dy647 peptide binding. inhibition, % at 21.7 µM. actives 0.97% (n = 220,000). AID 1021, 2008;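 active means compounds that cut the binding signal by more than half at the single screening dose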;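 further: His-tagged Mcl-1 with europium anti-His antibody binding Bid BH3 peptide; 0% = Mcl-1 plus peptide wells and 100% = peptide-only wells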
# * hit, by the source's call; ? = inconclusive; nt = not tested or not shown.
# Sample of the layout, two compounds:
SMILES,Cdc42 wt GTP,Rac1 wt GTP bind,Rab7 wt GTP bind,Mcl1 Noxa PPI,Bim-Mcl-1,RGS8-Gao reg,Rac1 mut GTP,Rab2 wt GTP,Pf gametocyte,HRas wt GTP,Mcl1 Bid PPI
O=S(=O)(Nc1nc2ccccc2nc1Nc1ccc(N2CCOCC2)cc1)c1cc(Cl)ccc1Cl,94,97,94,29,-7,97,91,92,-37,95,-25
O=C(COc1ccc(Cl)cc1)N1CCCC1,102,105,103,-1,0,100,101,101,nt,103,-2

# This part in full (from the top)
SMILES,Cdc42 wt GTP,Rac1 wt GTP bind,Rab7 wt GTP bind,Mcl1 Noxa PPI,Bim-Mcl-1,RGS8-Gao reg,Rac1 mut GTP,Rab2 wt GTP,Pf gametocyte,HRas wt GTP,Mcl1 Bid PPI
O=S(=O)(Nc1nc2ccccc2nc1Nc1ccc(N2CCOCC2)cc1)c1cc(Cl)ccc1Cl,94,97,94,29,-7,97,91,92,-37,95,-25
O=C(COc1ccc(Cl)cc1)N1CCCC1,102,105,103,-1,0,100,101,101,nt,103,-2
Cc1[nH]n2c(=O)cc(C(C)C)nc2c1-c1ccccc1,102,105,99,6,0,100,100,98,-11,101,-32
O=C1CCCC(=O)N1c1ccc(Oc2ccc(Cl)cc2)cc1,102,103,101,7,0,104,99,97,nt,98,-2
CCOC(=O)C1CCN(C(=O)c2cc3c(-c4ccc(OC)c(OC)c4)nn(C)c3s2)CC1,98,99,100,12,-1,101,98,98,nt,100,-11
CN(C)CCCN(C(=O)c1ccc2c(c1)CCCC2)c1nc2c(F)cccc2s1,99,101,96,56*,-5,96,99,98,-5,97,-10
NC1=NC(=O)/C(=C/c2ccccc2OS(=O)(=O)c2ccc3ccccc3c2)S1,97,97,96,22,21,97,99,99,nt,96,7
COc1cccc(CN2CCCC(C(=O)c3ccc4c(c3)OCO4)C2)c1OC (stereo not given),96,96,97,7,-1,105,94,96,8,95,-16
N#Cc1c(-c2ccccc2)c(-c2ccccc2)nn(CC(=O)NNC(=O)Nc2ccccc2)c1=O,100,106,99,9,0,103,99,99,nt,101,-26
CC1CCCCC1NC(=O)c1nn(C)c(=O)c2ccccc12 (stereo not given),101,109,101,1,-7,97,99,103,nt,104,-8
Cn1c(=O)c2c(nc(NCCOc3ccc(F)cc3)n2C)n(C)c1=O,90,84,90,-26,7,105,88,88,2,88,-88
Cc1oc(-c2cc3c(cc2Cl)OCO3)nc1CN1CCCC1c1ccc(F)cc1 (stereo not given),95,96,95,10,-1,101,96,96,10,94,-16
CC(C)(C)CNC(CO)C12CC3CC(CC(C3)C1)C2 (stereo not given),106,103,103,-4,0,98,100,104,10,104,8
CC1CCN(CC(=O)NC(=O)NCc2ccccc2)CC1,98,100,98,-1,-5,104,95,97,4,97,3
CCN(CC)S(=O)(=O)c1ccc(OC)c(NC(=O)C(Cc2ccccc2)N2C(=O)c3ccccc3C2=O)c1 (stereo not given),102,105,104,17,-2,92,99,98,nt,100,-8
COc1cccc(C(=O)Nc2nnc(-c3cccs3)o2)c1,103,106,105,-9,0,106,99,102,nt,102,-17
COCCNC(=O)COc1ncnc2ccc(Br)cc12,103,100,99,1,-1,100,98,100,7,101,-10
Cc1ccc(C2C3=C(CC(C)(C)CC3=O)N(CCN3CCOCC3)C3=C2C(=O)CC(C)(C)C3)cc1,104,108,104,3,-1,102,102,102,-1,104,-13
COc1ccc(N2C(=O)CC(SC(C)C)C2=O)cc1 (stereo not given),102,104,101,7,-5,101,101,100,4,104,-50
COc1cccc(N=Nc2c(N)[nH]n3c(=O)c4c(nc23)CCCC4)c1,?,?,?,41,17,102,?,?,1,?,-22
Cc1ccc(CSCC(Nc2ccc(C(=O)O)cc2[N+](=O)[O-])C(=O)O)cc1 (stereo not given),95,94,93,7,-1,96,93,90,-15,94,27
O=C(COC(=O)c1cnccn1)Nc1ccc(Cl)cc1,102,103,99,26,-8,95,97,97,nt,97,-26
O=C(Nc1ccc(CN2CCCCC2)cc1)c1c(F)c(F)c(F)c(F)c1F,101,105,104,0,0,102,98,102,21,101,-43
O=C(CNS(=O)(=O)c1ccccc1)NCc1cccnc1,100,100,99,18,1,89,97,98,-10,98,-15
COc1ccc(OC)c(NC(=O)c2ccc(-n3cccn3)nc2)c1,100,104,97,7,3,100,98,97,-8,100,-1
CC/C(C)=N\NC(=O)CNC(=O)c1ccc(Cl)cc1Cl,95,98,106,-6,-1,103,95,99,1,100,-25
CCNC(=O)COc1ccc(CC)cc1,99,107,102,2,-2,101,102,97,3,100,-8
O=C1C(O)CC2c3ccccc3CC3(CCCC3)N12 (stereo not given),99,104,100,10,-2,111,96,99,nt,99,-7
COc1ccc(-c2nc3c(-c4ccccc4)cnn3cc2C)cc1F,95,99,94,-2,-3,102,95,96,19,96,-10
Cc1cc(NC(=O)/C=C/c2ccccc2)no1,102,105,100,10,0,90,97,99,-4,102,-21
CC1(C)Cc2c(sc3nnn(Cc4ccc(Cl)cc4)c(=O)c23)CO1,101,102,103,16,-4,104,102,102,-9,101,-31
N#Cc1c(N)n(CCOC(=O)c2ccc(Cl)cc2)c2nc3ccccc3nc12,95,91,98,-3,2,99,94,96,nt,95,8
CC(C)(C)C(=O)Nc1nc(-c2ccc3c(c2)OCO3)cs1,105,105,102,24,0,103,102,102,-22,102,10
O=c1c2ccccc2nc(COc2ccccc2)n1/N=C/c1cc([N+](=O)[O-])ccc1O,95,97,95,15,-2,94,95,93,-7,95,-49
Cc1nnc(SCC(=O)Nc2nc3c(s2)CC(C)CC3)s1 (stereo not given),100,100,98,20,-2,103,95,99,nt,101,-45
O=S(=O)(Nc1cc(Sc2cccc3cccnc23)c(O)c2ccccc12)c1ccccc1,?,?,?,68*,2,87,?,?,24,?,-13
COc1ccc(-n2c(SCC(=O)Nc3sc4c(c3C#N)CCCC4)nnc2-c2ccc(O)cc2)cc1,101,108,101,-99,-58,101,97,99,-4,102,36
Cc1ccc(N2C(=O)c3ccccc3C2Nc2ccccc2F)nc1 (stereo not given),103,106,105,-13,-1,104,101,103,nt,103,-18
Cc1noc(C)c1COC(=O)CCOc1ccccc1,102,100,100,3,0,99,100,100,-23,102,-14
COC(=O)c1cn(CC(=O)N2CCCCCC2)c2ccccc12,105,102,100,6,-2,100,99,103,nt,103,5

# 9 entries from above, with two lines to a compound.
# Second line of a record – Cdc42 wt GTP	Rac1 wt GTP bind	Rab7 wt GTP bind	Mcl1 Noxa PPI	Bim-Mcl-1	RGS8-Gao reg	Rac1 mut GTP	Rab2 wt GTP	Pf gametocyte	HRas wt GTP	Mcl1 Bid PPI
> O=S(=O)(Nc1nc2ccccc2nc1Nc1ccc(N2CCOCC2)cc1)c1cc(Cl)ccc1Cl
 : 94	97	94	29	-7	97	91	92	-37	95	-25
> O=C(COc1ccc(Cl)cc1)N1CCCC1
 : 102	105	103	-1	0	100	101	101	nt	103	-2
> Cc1[nH]n2c(=O)cc(C(C)C)nc2c1-c1ccccc1
 : 102	105	99	6	0	100	100	98	-11	101	-32
> O=C1CCCC(=O)N1c1ccc(Oc2ccc(Cl)cc2)cc1
 : 102	103	101	7	0	104	99	97	nt	98	-2
> CCOC(=O)C1CCN(C(=O)c2cc3c(-c4ccc(OC)c(OC)c4)nn(C)c3s2)CC1
 : 98	99	100	12	-1	101	98	98	nt	100	-11
> CN(C)CCCN(C(=O)c1ccc2c(c1)CCCC2)c1nc2c(F)cccc2s1
 : 99	101	96	56*	-5	96	99	98	-5	97	-10
> NC1=NC(=O)/C(=C/c2ccccc2OS(=O)(=O)c2ccc3ccccc3c2)S1
 : 97	97	96	22	21	97	99	99	nt	96	7
> COc1cccc(CN2CCCC(C(=O)c3ccc4c(c3)OCO4)C2)c1OC (stereo not given)
 : 96	96	97	7	-1	105	94	96	8	95	-16
> N#Cc1c(-c2ccccc2)c(-c2ccccc2)nn(CC(=O)NNC(=O)Nc2ccccc2)c1=O
 : 100	106	99	9	0	103	99	99	nt	101	-26

# Next records follow.
SMILES,Cdc42 wt GTP,Rac1 wt GTP bind,Rab7 wt GTP bind,Mcl1 Noxa PPI,Bim-Mcl-1,RGS8-Gao reg,Rac1 mut GTP,Rab2 wt GTP,Pf gametocyte,HRas wt GTP,Mcl1 Bid PPI
Cc1ccc(-n2[nH]c(=O)c3cccnc32)cc1,101,100,99,65*,-5,105,99,100,-8,100,-11
O=C(CN(c1cccc(C(F)(F)F)c1)S(=O)(=O)c1ccc(Cl)c([N+](=O)[O-])c1)NCc1ccccc1Cl,97,101,101,-6,-2,85,100,99,7,98,1
O=C(CCc1ccccc1)Nc1ccc(F)cc1F,105,112,101,1,0,101,101,104,-35,102,-9
O=C(O)C1CN(C(=O)c2cccc(Br)c2)C1,98,101,99,-7,-3,107,99,97,-5,97,-37
CCOC(=O)C1=C(C)Nc2ccccc2N=C1NC(=O)CCCN1C(=O)c2ccccc2C1=O,104,104,102,1,5,100,102,102,nt,103,-30
Cc1ccc(/C=N/NC(=O)CCSc2ccccc2)cc1,101,102,100,22,-2,100,99,98,-8,101,-13
O=c1cc2n(c(=O)[nH]1)CCC1=C2CCCC1,98,98,97,-5,-2,101,95,94,nt,96,-42
Cc1ccc(Cn2c(Sc3nnc(C)s3)nc3c2c(=O)[nH]c(=O)n3C)cc1,104,106,99,-22,1,97,100,100,nt,101,-27
CSc1ccc(C(=O)C2CCCN(Cc3cccn3-c3cccnc3)C2)cc1 (stereo not given),96,100,99,21,-2,100,95,96,6,97,-43
Cn1nc(C(=O)Nc2nc3ccc(S(C)(=O)=O)cc3s2)ccc1=O,103,109,105,5,3,88,98,102,16,103,-18
CCOC(=O)C1=C(C)NC(C)=C(C(=O)OCC)C1C1=COCCO1,103,104,95,5,0,100,100,102,-16,101,-40

# Bioassay records from PubChem BioAssay.

# Hits appear at their usual frequency; any-hit rate near 2.9%.
